Screening results as filed in PubChem.
Mtb FBA inh = inhibitors of M. tuberculosis fructose-bisphosphate aldolase | 360,000 compounds, 2.3% hits | purified M. tuberculosis FBA, fluorescence read-out | P9WQA3 | inhibition, % at 1 µM; in the data active = inhibition above about 27%;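 note: 0% = vehicle and 100% = reference inhibitor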
Target sequence (P9WQA3 whole entry, looked up): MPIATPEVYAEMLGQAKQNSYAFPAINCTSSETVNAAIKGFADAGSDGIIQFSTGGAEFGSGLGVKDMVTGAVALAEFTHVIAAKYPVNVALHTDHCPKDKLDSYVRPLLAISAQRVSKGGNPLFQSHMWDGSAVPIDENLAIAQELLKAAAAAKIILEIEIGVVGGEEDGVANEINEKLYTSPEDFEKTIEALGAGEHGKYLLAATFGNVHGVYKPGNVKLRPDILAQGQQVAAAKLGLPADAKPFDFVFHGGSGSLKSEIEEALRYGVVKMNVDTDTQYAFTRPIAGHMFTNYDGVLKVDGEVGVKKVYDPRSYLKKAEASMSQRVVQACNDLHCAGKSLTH
FadD28 FP inh = inhibitors of Mycobacterium tuberculosis FadD28 bisubstrate binding; FadD28 bisubstrate probe binding, fluorescence polarization; 360,000 compounds, 0.22% hits; inhibition, % at 12.5 µM; AID 588549; in the data active = inhibition above about 8.5%, passing the limit was not always enough; inconclusive = no clear call, values can overlap the other calls
Anthrax LF inh2 = inhibitors of Bacillus anthracis lethal factor protease; P15917; multiplex microsphere protease cleavage assay, LF; inhibition, % at 10 µM; 360,000 compounds, 0.12% hits; AID 588501; note: plate controls were buffer without enzyme for full effect and enzyme alone for no effect
Target sequence (P15917 whole entry, looked up): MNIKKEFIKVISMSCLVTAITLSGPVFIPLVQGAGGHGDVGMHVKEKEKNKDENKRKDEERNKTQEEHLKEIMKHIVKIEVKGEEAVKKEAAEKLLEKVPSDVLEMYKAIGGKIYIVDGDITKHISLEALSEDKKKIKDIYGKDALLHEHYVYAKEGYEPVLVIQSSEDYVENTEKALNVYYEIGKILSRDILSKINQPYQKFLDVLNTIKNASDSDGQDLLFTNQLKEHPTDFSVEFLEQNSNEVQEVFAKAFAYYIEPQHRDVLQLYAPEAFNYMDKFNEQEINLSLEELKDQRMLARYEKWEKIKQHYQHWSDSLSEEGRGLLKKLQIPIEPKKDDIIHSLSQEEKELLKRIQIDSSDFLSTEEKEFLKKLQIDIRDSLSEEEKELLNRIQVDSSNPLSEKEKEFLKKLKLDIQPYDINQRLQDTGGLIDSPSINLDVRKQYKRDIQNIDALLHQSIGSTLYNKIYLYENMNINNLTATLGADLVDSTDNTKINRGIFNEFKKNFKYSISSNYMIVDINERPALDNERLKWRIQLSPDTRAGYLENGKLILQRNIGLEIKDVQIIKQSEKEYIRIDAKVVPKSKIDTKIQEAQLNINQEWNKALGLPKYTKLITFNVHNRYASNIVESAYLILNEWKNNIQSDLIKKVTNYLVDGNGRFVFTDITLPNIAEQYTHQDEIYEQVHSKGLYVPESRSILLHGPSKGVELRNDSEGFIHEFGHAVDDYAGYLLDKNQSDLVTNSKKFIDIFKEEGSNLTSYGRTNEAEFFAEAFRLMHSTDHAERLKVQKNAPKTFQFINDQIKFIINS
Mtb BioA inh = blocks M. tuberculosis BioA enzyme activity | purified M. tuberculosis BioA enzyme, plate reader | inhibition, % at 9.99 µM | 360,000 compounds, 0.096% hits | AID 602481; in the data active = inhibition above about 40%; inconclusive = no clear call, values can overlap the other calls
Mtb UGM inh = inhibitors of M. tuberculosis UDP-galactopyranose mutase | 320,000 compounds, 0.06% hits | inhibition, % at 10 µM | P9WIQ1 | AID 504406 | purified UGM, fluorescence polarization probe displacement; in the data active = inhibition above about 10%, passing the limit was not always enough; inconclusive = no clear call, values can overlap the other calls
BoNT F protease = BoNT F light chain protease inhibition; Multiplex microsphere protease cleavage assay, flow cytometry; inhibition, % at 10 µM; 360,000 compounds, 0.22% hits; AID 588497; in the data active = inhibition above about 35%, passing the limit was not always enough; inconclusive = no clear call, values can overlap the other calls; note: plate controls were buffer without enzyme for full effect and enzyme alone for no effect
BoNT A protease = blocks Botulinum neurotoxin A light chain protease | AID 588499 | inhibition, % at 10 µM | 360,000 compounds, 0.17% hits | multiplex microsphere protease substrate cleavage, flow cytometry; note: plate controls were buffer without enzyme for full effect and enzyme alone for no effect
GDH-TPI inh = inhibits GDH-TPI coupling enzymes, artifact for Mtb FBA screen | GDH-TPI coupled enzyme counterscreen, NADH absorbance | inhibition, % at 4.8 µM | 360,000 compounds, 1.2% hits | AID 588335; in the data active = inhibition above about 30%;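 note: 0% = DMSO wells and 100% = wells lacking the enzyme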
PfHsp40 rescue = rescue of PfHsp40-mediated yeast toxicity. growth rescue, % at 12.5 µM. S. cerevisiae expressing PfHsp40, growth rescue, ATP luminescence. AID 504582. 340,000 compounds, 0.68% hits; in the data active = growth rescue above about 28%, passing the limit was not always enough; inconclusive = no clear call, values can overlap the other calls;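 note: yeast W303a lacking pdr1 and pdr3 grown in galactose medium; growth measured after three days at 30 °C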
Numbers without * were called inactive. Cut-off read from the data, not from the text of the source, unless noted: active = inhibition above about 30%; inconclusive = no clear call, values can overlap the other calls; inactive = below that.

CC(C)(C)C1=NN=C2c3ccccc3C(=O)C21 (stereo unspecified) was read as Mtb FBA inh 0, FadD28 FP inh -16, Anthrax LF inh2 -3, Mtb BioA inh 0.4, Mtb UGM inh -0.3, BoNT F protease inconclusive, BoNT A protease -1.3, GDH-TPI inh 4 and PfHsp40 rescue 0.6.
For COc1cc(COCC(O)CN2C(C)CCCC2C)cc(OC)c1OC (stereo unspecified) the results were Mtb FBA inh -1, FadD28 FP inh -0.9, Anthrax LF inh2 8, Mtb BioA inh 0.1, Mtb UGM inh 0.8, BoNT F protease 2, BoNT A protease -1.1, GDH-TPI inh -2 and PfHsp40 rescue 1.0.
`CC(C)=N/N=C1/NC(=O)C(c2ccc(Cl)cc2)S1` (stereo unspecified) gave Mtb FBA inh 0, FadD28 FP inh -0.8, Anthrax LF inh2 -1, Mtb BioA inh -0.3, BoNT F protease 3, BoNT A protease -0.2, GDH-TPI inh 15 and PfHsp40 rescue -1.0.
Screening Cc1cc(C(=O)OCC(=O)Nc2cccc(F)c2)c(C)n1C1CC1 returned Mtb FBA inh -2, FadD28 FP inh -2.6, Anthrax LF inh2 -8, Mtb BioA inh 2.7, Mtb UGM inh 2.4, BoNT F protease -6, BoNT A protease -0.3, GDH-TPI inh 7 and PfHsp40 rescue -0.2.
`CC1=C(C)CC(C(=O)Nc2ccc3c(c2)OCO3)C(C(=O)O)C1` (stereo unspecified) gave Mtb FBA inh 2, FadD28 FP inh -0.6, Anthrax LF inh2 6, Mtb UGM inh 3.6, BoNT F protease 2, BoNT A protease -0.3 and GDH-TPI inh 6.
For O=c1cnc2ccccc2n1Cc1ccccc1C(F)(F)F the results were Mtb FBA inh -3, FadD28 FP inh -1.6, Anthrax LF inh2 0, Mtb BioA inh -8.8, Mtb UGM inh -1.6, BoNT F protease 0, BoNT A protease 0.3, GDH-TPI inh 6 and PfHsp40 rescue -0.9.
`Cc1ccccc1NC(=O)NC1(C(=O)NCC2CCCO2)CCCCC1` (stereo unspecified) gave Mtb FBA inh 0, FadD28 FP inh -2.9, Anthrax LF inh2 -12, Mtb BioA inh -1.2, Mtb UGM inh 1.3, BoNT F protease 9, BoNT A protease -1.5, GDH-TPI inh 4 and PfHsp40 rescue -0.9.
For O=C(c1ccncc1)c1ccc(NC(=O)c2cccs2)cc1 the results were Mtb FBA inh 0, FadD28 FP inh -0.7, Anthrax LF inh2 -4, Mtb BioA inh 16, Mtb UGM inh 3.3, BoNT F protease 1, BoNT A protease -0.9, GDH-TPI inh 3 and PfHsp40 rescue -1.3.
For CCOC(=O)Nc1ccc(Oc2ccccc2)cc1 the results were Mtb FBA inh 5, FadD28 FP inh -1.8, Anthrax LF inh2 -2, Mtb BioA inh 3.9, Mtb UGM inh -1.9, BoNT F protease -4, BoNT A protease -3.4, GDH-TPI inh -14 and PfHsp40 rescue 2.1.
`CCCOc1ccc(N2CC(C(=O)Nc3ccccc3OC)CC2=O)cc1` (stereo unspecified) gave Mtb FBA inh -1, FadD28 FP inh -3.8, Anthrax LF inh2 -3, Mtb BioA inh -0.3, Mtb UGM inh -0.5, BoNT F protease -3, BoNT A protease -0.5, GDH-TPI inh -8 and PfHsp40 rescue 0.5.
Cc1nc2c(C)cccn2c1/C(O)=C1\C(=O)C(=O)N(CCN(C)C)C1c1ccco1 (stereo unspecified) was read as Mtb FBA inh 2, FadD28 FP inh -0.8, Anthrax LF inh2 -1, Mtb UGM inh 1.9, BoNT F protease 0, BoNT A protease 0.4, GDH-TPI inh 3 and PfHsp40 rescue -0.6.
For O=C(Nc1ccc2c(c1)OCO2)C1Cc2c(-c3ccccc3Oc3ccccc3)ccnc2O1 (stereo unspecified) the results were Mtb FBA inh -2, FadD28 FP inh -2.3, Anthrax LF inh2 -1, Mtb BioA inh -1.1, BoNT F protease -2, BoNT A protease -0.1 and GDH-TPI inh -1.
For CCCCN1CNC(=S)N(c2ccccc2OCC)C1 the results were Mtb FBA inh 2, FadD28 FP inh 0.8, Anthrax LF inh2 -2, Mtb BioA inh -1.2, Mtb UGM inh 1.3, BoNT F protease 11, BoNT A protease 1.0, GDH-TPI inh 4 and PfHsp40 rescue 0.5.
`Cc1ccc(NC(=O)CN2CCC(NC(=O)c3cccc(F)c3)CC2)cc1C` gave Mtb FBA inh 2, FadD28 FP inh 0.1, Anthrax LF inh2 5, Mtb BioA inh -1.5, Mtb UGM inh 0.9, BoNT F protease inconclusive, BoNT A protease 0.0, GDH-TPI inh 9 and PfHsp40 rescue -1.4.
CCn1ncc(/C=N\NC(=O)c2cc(-c3ccc(C)cc3C)nc3ccccc23)c1C was read as Mtb FBA inh 2, FadD28 FP inh -9.9, Anthrax LF inh2 4, Mtb BioA inh 0.7, Mtb UGM inh 2.2, BoNT F protease 14, BoNT A protease 0.4, GDH-TPI inh 8 and PfHsp40 rescue 0.6.

A portion taken from the entries so far, for reference:
`Cc1ccc(NC(=O)CN2CCC(NC(=O)c3cccc(F)c3)CC2)cc1C` gave Mtb FBA inh 2, FadD28 FP inh 0.1, Anthrax LF inh2 5, Mtb BioA inh -1.5, Mtb UGM inh 0.9, BoNT F protease inconclusive, BoNT A protease 0.0, GDH-TPI inh 9 and PfHsp40 rescue -1.4.
CCn1ncc(/C=N\NC(=O)c2cc(-c3ccc(C)cc3C)nc3ccccc23)c1C was read as Mtb FBA inh 2, FadD28 FP inh -9.9, Anthrax LF inh2 4, Mtb BioA inh 0.7, Mtb UGM inh 2.2, BoNT F protease 14, BoNT A protease 0.4, GDH-TPI inh 8 and PfHsp40 rescue 0.6.

Continuation.
Screening CC(C)=C1Cc2ccccc2C1=O returned Mtb FBA inh 1, FadD28 FP inh -0.5, Anthrax LF inh2 5, Mtb UGM inh 3.0, BoNT F protease -5, BoNT A protease -0.2, GDH-TPI inh 3 and PfHsp40 rescue 0.0.
COc1cccc(OCCNc2cc(Cl)ccc2[N+](=O)[O-])c1 was read as Mtb FBA inh -4, FadD28 FP inh 1.3, Anthrax LF inh2 -8, Mtb BioA inh -4.3, Mtb UGM inh 0.3, BoNT F protease -10, BoNT A protease -0.9, GDH-TPI inh 5 and PfHsp40 rescue 1.2.
`CC1(C(=O)O)CCC(C(=O)Nc2ccc(F)cc2)C1(C)C` (stereo unspecified) gave Mtb FBA inh 1, FadD28 FP inh -2.8, Anthrax LF inh2 16, Mtb BioA inh -1.3, Mtb UGM inh -0.2, BoNT F protease 2, BoNT A protease 1.6, GDH-TPI inh 2 and PfHsp40 rescue -1.3.
Screening NC(=S)Nc1cccc(-c2n[nH]c(=S)o2)c1 returned Mtb FBA inh 7, FadD28 FP inh -1.6, Anthrax LF inh2 1, Mtb UGM inh -0.5, BoNT F protease -4, BoNT A protease -0.6, GDH-TPI inh 0 and PfHsp40 rescue -0.1.
Screening CC(=O)C(/C=N/c1ncc(C(F)(F)F)cc1Cl)=C(\C)O returned Mtb FBA inh 2, FadD28 FP inh -1.5, Anthrax LF inh2 -1, Mtb UGM inh 4.6, BoNT F protease -5, BoNT A protease 0.1, GDH-TPI inh 12 and PfHsp40 rescue -2.2.
Screening CC1CN(Cc2cc(=O)[nH]c(C3CC3)n2)CC(C)O1 (stereo unspecified) returned Mtb FBA inh 1, FadD28 FP inh -0.5, Anthrax LF inh2 -1, Mtb BioA inh -0.5, Mtb UGM inh 3.7, BoNT F protease -7, BoNT A protease -0.3, GDH-TPI inh -13 and PfHsp40 rescue -0.5.
For CCc1cccc(C)c1NC(=O)COC(=O)CC1CCCC1 the results were Mtb FBA inh 4, FadD28 FP inh 0.1, Anthrax LF inh2 2, Mtb BioA inh -4.5, BoNT F protease -4, BoNT A protease -1.0, GDH-TPI inh -1 and PfHsp40 rescue 0.6.
For O=C(/C=C/c1cc2c(cc1Br)OCO2)NCc1ccc(F)cc1 the results were Mtb FBA inh 18, FadD28 FP inh -3.7, Anthrax LF inh2 0, Mtb BioA inh -1.2, Mtb UGM inh -0.8, BoNT F protease 3, BoNT A protease 0.0, GDH-TPI inh 4 and PfHsp40 rescue 1.0.
CC(C)(C)C(=O)Nc1ccc(C(=O)COC(=O)c2ccccn2)cc1 was read as Mtb FBA inh -4, FadD28 FP inh -1.8, Anthrax LF inh2 -4, Mtb BioA inh 0.1, Mtb UGM inh 1.2, BoNT F protease -14, BoNT A protease -2.1, GDH-TPI inh 1 and PfHsp40 rescue 0.0.
For CC1Cc2ccccc2N1CC(=O)Nc1ccc2c(c1)OCCCO2 (stereo unspecified) the results were Mtb FBA inh 1, FadD28 FP inh 1.9, Anthrax LF inh2 -5, Mtb BioA inh -0.7, Mtb UGM inh -0.9, BoNT F protease -4, BoNT A protease -0.3, GDH-TPI inh 3 and PfHsp40 rescue -0.2.
`CC(C)(C)n1ncc2c(=O)n(CC(=O)c3ccc(Cl)cc3)cnc21` gave Mtb FBA inh -4, FadD28 FP inh -0.1, Mtb BioA inh -0.5, Mtb UGM inh -1.0, GDH-TPI inh 0 and PfHsp40 rescue -0.4.
Screening C1=C(c2ccccc2)CCN(c2ncnc3nc[nH]c23)C1 returned Mtb FBA inh 0, FadD28 FP inh -3.3, Anthrax LF inh2 3, Mtb BioA inh 1.7, Mtb UGM inh 0.3, BoNT F protease -3, BoNT A protease -0.5, GDH-TPI inh 8 and PfHsp40 rescue 0.7.
Oc1cccc(C=NN=C2c3ccccc3-c3ccccc32)c1 was read as Mtb FBA inh 0, FadD28 FP inh 0.9, Anthrax LF inh2 -5, BoNT F protease -3, BoNT A protease 0.1, GDH-TPI inh 9 and PfHsp40 rescue 2.5.
`CCCCCc1nc2sc3c(c2c(=O)n1N)CCC3` gave Mtb FBA inh 1, FadD28 FP inh -3.9, Anthrax LF inh2 -6, Mtb UGM inh -1.8, BoNT F protease -5, BoNT A protease -0.8, GDH-TPI inh -8 and PfHsp40 rescue -0.6.
`O=C(NCCN1CCOCC1)c1ccc(=O)n(Cc2ccc(Cl)cc2)c1` gave Mtb FBA inh 1, FadD28 FP inh -2.2, Anthrax LF inh2 -3, Mtb BioA inh 0.0, Mtb UGM inh 2.0, BoNT F protease -1, BoNT A protease -0.3, GDH-TPI inh 4 and PfHsp40 rescue 0.8.
For C=CCOC(=O)C1=C(C)NC(C)=C(C(=O)OCC=C)C1c1ccc(C)o1 the results were Mtb FBA inh 2, FadD28 FP inh 1.0, Anthrax LF inh2 -9, Mtb BioA inh -0.1, Mtb UGM inh 4.6, BoNT F protease 1, BoNT A protease -0.4, GDH-TPI inh 2 and PfHsp40 rescue 1.2.
CC(C)CCNC(=O)C1c2ccccc2Oc2ccccc21 was read as Mtb FBA inh -3, FadD28 FP inh -0.6, Anthrax LF inh2 2, Mtb BioA inh -0.6, Mtb UGM inh -1.4, BoNT F protease inconclusive, BoNT A protease 0.1, GDH-TPI inh -6 and PfHsp40 rescue -0.9.
Cc1cc(NC(=O)c2ccc(C)s2)n(-c2nc3ccccc3[nH]2)n1 was read as Mtb FBA inh 1, FadD28 FP inh -1.9, Anthrax LF inh2 0, Mtb UGM inh -3.4, BoNT F protease -4, BoNT A protease -0.2, GDH-TPI inh 1 and PfHsp40 rescue -0.8.
`COc1ccc2c(CC(=O)N[C@@H](Cc3c[nH]c4ccccc34)C(=O)O)cc(=O)oc2c1` gave Mtb FBA inh 22, FadD28 FP inh 0.4, Anthrax LF inh2 3, Mtb BioA inh -0.8, Mtb UGM inh -0.1, BoNT F protease -9, BoNT A protease 0.6, GDH-TPI inh 27 and PfHsp40 rescue 0.9.
Cc1cccc(Cc2nc3ccccc3[nH]2)c1 was read as Mtb FBA inh -2, FadD28 FP inh -1.7, Anthrax LF inh2 -1, Mtb BioA inh -1.2, BoNT F protease 2, BoNT A protease -0.2, GDH-TPI inh -2 and PfHsp40 rescue 0.2.
For CC(=O)[C@H]1CCC2C3CC[C@H]4C[C@@H](O)CC[C@]4(C)C3CC[C@@]21C (stereo partly specified) the results were Mtb FBA inh 3, FadD28 FP inh 0.4, Anthrax LF inh2 0, Mtb BioA inh -2.5, Mtb UGM inh -3.2, BoNT F protease 0, BoNT A protease 0.1, GDH-TPI inh 15 and PfHsp40 rescue -1.4.
For Cc1csc(NC(=O)c2ccco2)n1 the results were Mtb FBA inh 0, FadD28 FP inh 0.6, Anthrax LF inh2 -1, Mtb BioA inh -0.5, Mtb UGM inh 0.9, BoNT F protease 0, BoNT A protease -0.6, GDH-TPI inh 19 and PfHsp40 rescue 0.2.
